KB-3-1 tox = qHTS assay for MDR1-selective chemotherapeutics: Primary screen using the parental adenocarcinoma cell KB-3-1 | hit rate 1.4% among 400,000 | AID 1347075, 2019 | KB-3-1 viability, CellTiter-Glo ATP luminescence, 72 h | Potency, µM (series often up to 46.1 µM), inactives show top-dose activity change, negative = cytotoxic, hits mostly cytotoxic; further: potency means the concentration at half of the fitted maximal effect; on the % scale 0 is the no-effect control and ±100 the full control effect; nearly all actives have a fitted effect of over 60% in size
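Cells are dispensed, compounds pinned in, plates held at 37 °C for 72 h, then CellTiter-Glo is added and luminescence read after 10 minutes. Cell line: parental KB-3-1 in phenol-red-free DMEM, 10% FBS.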
HT1080 IDH1KD tx = qHTS for induction of synthetic lethality in tumor cells producing 2HG: qHTS for the HT-1080-IDH1KD cell line; AID 686971, 2013; HT-1080 IDH1 knockdown viability, ATP luminescence, 48 h; Potency, µM (highest dose often 46.1 µM), for the others: at the top dose activity, negative = toxicity, actives largely listed as cytotoxic; hit rate 2% among 360,000;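 further: potency means the concentration at half of the fitted maximal effect; 0% = DMSO wells and -100% = cell-free medium wells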
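In this qHTS, HT-1080 cells depleted of IDH1 are exposed for 48 h at 37 °C to compound titrations. Toxicity is scored from CellTiter-Glo luminescence, with DMSO as full viability and medium alone as none.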
MCF10A rereplic = A quantitative high throughput screen for small molecules that induce DNA re-replication in MCF 10a normal breast cells; MCF 10A DNA re-replication, Hoechst nuclear intensity, 48 h; Potency, µM (highest dose often 46.1 µM), for inactives: top-dose activity, positive = re-replication, actives largely listed as activators; hit rate 2.9% among 350,000; AID 624296, 2012; further: potency means the concentration at half of the fitted maximal effect; % of control where 0% means no effect; nearly all actives have a fitted effect of over 50% in size
SW480 rerep = A quantitative high throughput screen for small molecules that induce DNA re-replication in SW480 colon adenocarcinoma cells; SW480 DNA re-replication, Hoechst DNA content imaging, 48 h; Potency, µM (series often up to 46.1 µM), for inactives: top-dose re-replication activation, most hits filed as activators; hit rate 1.8% among 340,000; AID 624297, 2012; further: potency means the concentration at half of the fitted maximal effect; % of control where 0% means no effect; nearly all actives have a fitted effect of over 55% in size
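First, 250 cells per well were seeded. Next, compound or vehicle (23 nL) was pinned in, plates sat 48 hr at 37 C. Finally Hoechst was added for 40 min before fluorescence scanning.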
IL-1B inflam inh = qHTS for Inhibitors of Inflammasome Signaling: IL-1-beta AlphaLISA Primary Screen; activity change, % at 57.5 µM; THP-1 LPS/ATP IL-1B secretion, AlphaLISA, 16 h; active compounds read low; hit rate 4.7% among 360,000; in the data active means activity change below about -50%; inconclusive means mostly about -30% to -49%; further: on the % scale 0 is the no-effect control and ±100 the full control effect
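THP-1 cells pretreated 1 hr with compounds (up to 57.5 uM final), then stimulated with LPS (250 ng/mL final) plus ATP (1.25 mM final); secreted IL-1B measured by AlphaLISA after 16 hr, decreased signal indicating inhibition.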
WRN inhibitor = qHTS for Inhibitors of WRN Helicase. Bifunctional 3'-5' exonuclease/ATP-dependent helicase WRN (Homo sapiens), Q14191. WRN helicase unwinding, fluorescent forked duplex, kinetic. Potency, µM (top dose mostly 114 µM), for the others: at the top dose activity change, negative = inhibition, most hits filed as inhibitors. hit rate 0.46% among 360,000; further: potency means the concentration at half of the fitted maximal effect; on the % scale 0 is the no-effect control and ±100 the full control effect; nearly all actives have a fitted effect of over 55% in size
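Enzyme (20 nM final) and test compound sit together 15 min at room temperature before substrate addition. Substrate is a single-forked duplex oligonucleotide (100 nM) labelled with fluorophore and quencher, with 2 mM ATP; helicase unwinding raises red fluorescence, read kinetically.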
KB-V1 MDR tox = qHTS assay for MDR1-selective chemotherapeutics: Primary screen using the drug-selected MDR subline cells KB-V1; KB-V1 MDR cells viability, CellTiter-Glo, 72 h; Potency, µM (titrated, usually from 46.1 µM), for the others: at the top dose activity change, negative = cytotoxicity, usual class: cytotoxic; hit rate 3.4% among 400,000; AID 1347076, 2019; further: potency means the concentration at half of the fitted maximal effect; on the % scale 0 is the no-effect control and ±100 the full control effect; nearly all actives have a fitted effect of over 60% in size
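Compound-treated KB-V1 multidrug-resistant cells, 72 h, 37 degrees C; viability by CellTiter-Glo. Fitted qHTS curves give the values.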
HT1080NT lethal = qHTS for induction of synthetic lethality in tumor cells producing 2HG: qHTS for the HT-1080-NT fibrosarcoma cell line; hit rate 1.6% among 360,000; Potency, µM (top dose mostly 46.1 µM), without a hit: top-dose activity, negative = less viability, most hits filed as cytotoxic; AID 686970, 2013; HT-1080-NT fibrosarcoma viability, CellTiter-Glo ATP luminescence, 48 h;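 further: NT is the 2HG producing partner of a matched IDH1 knockdown line; potency means the concentration at half of the fitted maximal effect; 0% = DMSO-treated cells and -100% = media-only wells without cells; nearly all actives have a fitted effect of over 55% in size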
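HT-1080-NT fibrosarcoma cells (2HG-overproducing), 750 cells/well in RPMI with 5% FBS, dosed after 2 h and incubated 48 h at 37C. CellTiter-Glo luminescence normalized to DMSO and no-cell wells; concentration-response curves fitted and classed.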
ATXN2 expr inh = Primary qHTS for Inhibitors of ATXN expression | Potency, µM (series often up to 57 µM), inactives show at the highest dose activity change, negative = inhibition, most hits filed as inhibitors | AID 1745845, 2022 | HEK-293 ATXN2-luciferase reporter, luminescence, 24 h | hit rate 0.72% among 360,000; further: potency means the concentration at half of the fitted maximal effect; on the % scale 0 is the no-effect control and ±100 the full control effect; nearly all actives have a fitted effect of over 55% in size
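ATXN2-luciferase reporter cells (luciferase flanked by upstream and downstream ATXN2 gene portions) were treated 24 h at 37 °C with compounds at up to 57 uM. SteadyGlo luminescence gave expression; GF-AFC fluorescence gave viability.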
Numbers without * were called inactive; ? = inconclusive; . = not tested or not shown; [ ] = another dose, or the depositor's remark. Unless noted, the call rests on the fitted dose curve; in most records, active means well fitted curve in the direction sought with a large enough effect; inconclusive means small, poorly fitted or top-dose-only effect, or another doubt; inactive means no such curve, though single readings can be large; an effect the other way counts as inactive or inconclusive. Outcome played no part in choosing rows; overall some 12% were active at least once.

Value order – KB-3-1 tox	HT1080 IDH1KD tx	MCF10A rereplic	SW480 rerep	IL-1B inflam inh	WRN inhibitor	KB-V1 MDR tox	HT1080NT lethal	ATXN2 expr inh
O=C(Nc1cccc(N2C(=O)C3C4C=CC(C4)C3C2=O)c1)c1cccs1 (stereo not drawn)
→ 0%	-1%	0.82µM*	-4%	17	12%	-2%	-1%	6%
O=C(NNS(=O)(=O)c1ccccc1[N+](=O)[O-])c1ccncc1
→ -1%	8%	-21%	-32%[inhibitor]	9	9%	-7%	0%	-3%
CC1CCN(S(=O)(=O)c2cccc(C(=O)NC3CCS(=O)(=O)C3)c2)CC1 (stereo not drawn)
→ 5%	1%	.	.	3	19%	21%	2%	.
CCCCC(c1nnnn1CS(=O)(=O)c1ccc(C)cc1)N1CCN(C)CC1 (stereo not drawn)
→ -4%	3%	0%	9%	0	-4%	?	-7%	-22%[11.3 µM]
O=C(NCCn1cccn1)c1ccc(OC2CCN(CCc3ccccc3)CC2)cc1
→ 11%	1%	-24%	-65%[inhibitor][1.84 µM]	-81*	-2%[57.1 µM]	0%	-4%	6%
COc1cccc(N2C(=O)c3ccncc3C2=O)c1
→ 3%	18%	1%	9%	-1	-4%	15%	21%	1%
COc1ccc(C2CC(c3ccccc3O)=NN2c2ccccc2)cc1 (stereo not drawn)
→ -1%	8%	16µM*	18µM*	11	-10%	-15%	2%	20%
Cc1ccc(C(=O)CNc2ccc(Cl)cc2)cc1
→ 0%	1%	12%	12%	?	-23%	?	-4%	2%[11.3 µM]
O=C(c1ccc(F)cc1)N1CCC(C(=O)N2CCN(S(=O)(=O)c3cccc(F)c3)CC2)CC1
→ 11%	-1%	3%	?	3	7%	-4%	2%	4%
OC[C@@H]1CN(Cc2ccccc2)C[C@H](n2cnc3c(NCc4ccncc4)ncnc32)O1
→ 8%	13%	.	.	13	0%[57.1 µM]	9%	17%	13%
Cc1ccc(Nc2cc(C)c3ccc(O)cc3n2)cc1C
→ ?	-22%	23µM*	?	-18	-17%	-25%	-23%	.
Cc1nnc(SCC(=O)NC2CCCCC2)n1N
→ .	17%	1%	-1%	0	-2%	.	-1%	6%
O=c1c2ccc(Cl)cc2[nH]c(=S)n1CCC1=CCCCC1
→ 0%	23%	-2%	-1%	-4	-4%	-15%	24%	0%
CN(C)c1cccc(N(C)C)c1CNC(=O)NC(=O)c1c(F)cccc1F
→ -4%	-1%	1%	7%	14	-2%	?	?	-12%
CCOc1ncccc1C(=O)N(CC)CC(=O)NCc1ccc(F)cc1
→ 16%	7%	-10%	0%	2	5%	12%	9%	3%
CNC(=O)CSc1nnc(COc2ccc([N+](=O)[O-])cc2)n1C
→ -12%	11%	-1%	?	-9	7%	7%	17%	3%
COc1cccc(OC(=O)c2ccccc2)c1OC(=O)c1ccccc1
→ ?	-19%	?	?	3	-9%	?	-8%	2%
NC(=O)c1ncn([C@@H]2O[C@H](CNCc3cnc(N4CCOCC4)s3)[C@@H](O)[C@H]2O)n1
→ 0%	0%	5%	3%	17	-3%	0%	1%	-2%
O=C(COC(=O)c1ccco1)c1ccc(S(=O)(=O)N2CCCCC2)cc1
→ 23%	3%	-1%	-4%	0	1%	3%	17%	-5%
CC(C)(C)OC(=O)C[C@H]1C/C=C\C[C@@H](CC(=O)NCCO)C(=O)N[C@H](C(C)(C)C)COC1=O
→ 0%	6%	-4%	0%	17	-5%	0%	10%	2%
O=C(COC(=O)C12CC3CC(CC(C3)C1)C2)Nc1ccccc1F
→ 13%	9%	-4%	2%	5	-1%	6%	18%	8%
CC(=O)OCC1OC(n2cc(F)c(=O)[nH]c2=O)C(OC(C)=O)C1OC(C)=O (stereo not drawn)
→ 2%	?	?	?	93	1%	2%	3%	.
CC(C)(C)OC(=O)N1CCN(CCNC(=O)c2ccccc2)CC1
→ 3%	9%	-4%	2%	24	12%	11%	7%	7%
Cc1ccccc1OCCSc1nnc(-c2ccncc2)n1C
→ -21%	-15%	7%	4%	-5	-4%	-21%	-18%[9.24 µM]	-7%
O=C(N/N=C/c1cccc(NC(=O)c2ccc(Cl)cc2)c1)c1ccc(O)cc1
→ -21%	-9%	14%	-6%	?	-23%	-17%	-5%	.
COc1ccc(CNCc2ccc3ccccc3c2)c(OC)c1
→ -27%	-10%	1%	-10%	-68*	-4%	-15%	-18%	.
Clc1ccc(-c2ccc(C=Nc3ccc(N4CCOCC4)cc3)o2)cc1
→ 16%	5%	?	0%	10	2%	?	9%	?
O=C(Nc1cccc(-c2nc3ccccc3[nH]2)c1)c1ccc(C(=O)Nc2cccc(-c3nc4ccccc4[nH]3)c2)cc1
→ 1%	-14%	1%	-1%	40	-21%	?	-29%	26%
CCOc1ncccc1C(=O)Nc1ccccc1F
→ -1%	6%	-11%	-2%	24	-2%	-11%	-15%	1%
Fc1ccc(COc2ccccc2-c2ccnc3ncnn23)cc1
→ -4%	0%	?	-52%[inhibitor]	-1	9%	0%	-13%	-3%

Complete entries as entered above. Screens in order: KB-3-1 tox, HT1080 IDH1KD tx, MCF10A rereplic, SW480 rerep, IL-1B inflam inh, WRN inhibitor, KB-V1 MDR tox, HT1080NT lethal, ATXN2 expr inh
Clc1ccc(-c2ccc(C=Nc3ccc(N4CCOCC4)cc3)o2)cc1 as listed: 16%, 5%, ?, 0%, 10, 2%, ?, 9%, ?
O=C(COC(=O)c1ccco1)c1ccc(S(=O)(=O)N2CCCCC2)cc1 as listed: 23%, 3%, -1%, -4%, 0, 1%, 3%, 17%, -5%

(list continues)
Value order – KB-3-1 tox	HT1080 IDH1KD tx	MCF10A rereplic	SW480 rerep	IL-1B inflam inh	WRN inhibitor	KB-V1 MDR tox	HT1080NT lethal	ATXN2 expr inh
O=C(CSc1nnc(NC(=O)c2ccc3c(c2)OCO3)s1)NCc1ccco1
→ 10%	-3%	1%	-10%	7	-13%	-19%	2%	-14%
Cc1ccc(C)c(S(=O)(=O)N2CCN(Cc3cc4c(cc3O)OCO4)CC2)c1
→ 5%	23%	3%	12%	-21	-13%	2%	9%	3%
O=C1NC(c2cccc(Cl)c2)Oc2ccccc21 (stereo not drawn)
→ -6%	18%	0%	-5%	-8	-30%	3%	10%	6%
O=C(NC1CCCCC1)c1ccc(NS(=O)(=O)c2cccc3cccnc23)cc1
→ -8%	0%	-12%	-4%	-25	-10%	-5%	0%	?
CCOC(=O)c1ccc(NC(=O)c2nc[nH]c2C(=O)N[C@@H](Cc2ccccc2)C(=O)OC(C)(C)C)cc1
→ 13µM*	3%	-1%	?	-73*	-3%	-16%	-6%	?
Cc1cc(CN(C)C(=O)CCc2nnc(Cc3cccc(C(F)(F)F)c3)o2)on1
→ 2%	4%	2%	?	-6	4%	-6%	10%	46%[activator]
CCc1ccccc1NC(=O)CCc1nc(-c2ccc(C)cc2)no1
→ 4%	-14%	10%	-3%	-7	-12%	12%	-13%	-32%
CC1CCCN(S(=O)(=O)c2cc3c4c(c2)CCN4C(=O)CC3)C1 (stereo not drawn)
→ 0%	1%	13%	?	52	-4%	-8%	0%	-8%
CCCCSc1nnc(-c2ccccc2NC(C)=O)c(=O)[nH]1
→ 6%	23%	-7%	0%	11	-5%	3%	1%	-26%
Cc1cc2cc(C#N)c(NCCNC(=S)NCCCN3CCOCC3)nc2cc1C
→ 25%	?	21µM*	16µM*	13	4%	?	?	.
COCCCNC(=O)c1ccc2c(=O)n(Cc3ccccc3OC)c(=S)[nH]c2c1
→ -10%	21%	4%	-4%	8	-2%	-3%	0%	3%
NC(=O)c1ccccc1NC(=O)Nc1ccc(F)c(Cl)c1
→ -4%	2%	-2%	-29%	-6	7%	5%	3%	.
C=CCc1cc(OC)ccc1OCCCCn1cncn1
→ 3%	5%	9%	0%	30	-7%	-3%	7%	.
Cc1ccc(N2C(=O)C3C4C=CC(CNC(=S)N5CCN(c6cccc(C)c6)C(C)C5)(O4)C3C2=O)cc1 (stereo not drawn)
→ ?	-3%	21µM*	10µM*	27	-18%	?	30%	-10%
COc1ccc(NC(=O)C2CCC(=O)N2S(=O)(=O)c2ccc(C)cc2)c(OC)c1 (stereo not drawn)
→ -1%	0%	-20%	-1%	9	-5%	15%	1%	0%
CCOC(=O)c1ccccc1NC(=O)CN(c1ccccc1OCC)S(C)(=O)=O
→ 0%	0%	1%	-4%	-6	-9%	?	-1%	-3%
O=C(/C=C/c1ccco1)NC(=S)Nc1cccc(-c2nc3ccccc3s2)c1
→ 8.2µM*	21µM*	5.8µM*	?	34	-25%	6.5µM*	23µM*	44%[activator]
Cc1nc(SCC(=O)O)c(C#N)c(-c2ccco2)c1C(=O)N(C)C
→ 7%	5%	-9%	-8%	12	-4%	26%	0%	7%
CCOC(=O)COc1ccccc1/C=C1/NC(=O)NC1=O
→ 15%	2%	14%	1%	?	-19%	16%	3%	-3%
